High-throughput results: PubChem, several laboratories
b-catenin transl: modulators of beta-catenin nuclear translocation, primary screen, imaging, HeLa cells, immunofluorescence, high-content | 190,000 compounds, 0.3% hits | nuclear translocation activity, % at 5 µM;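 active = nuclear translocation activity above 50% at 5 µM, with a well cell count of 50 or more; inconclusive = wells under 50 cells across six images, flagged as toxic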;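 also: per-cell ratio of nuclear to cytoplasmic median beta-catenin stain intensity; plate controls were DMSO negative control for no effect and GSK-3 inhibitor IX positive control for full effect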
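Read-out: Nuclear/cytoplasmic beta-catenin signal ratio, % activation | Assay system: Human HeLa cell line | Times: 24 h compound exposure at 37°C, 5% CO2 | Signal: Fluorescence imaging of beta-catenin antibody stain plus DAPI | Dosing: 5 µM primary, 0.02–20 µM confirmation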
Dynein cargo inh: inhibitors of GR-EGFP nuclear translocation, primary screen, dynein cargo transport inhibitor project, imaging, high-content, 3617.4 mouse cells | 220,000 compounds, 0.47% hits | test concentration mostly 20 µM; stimulated with dexamethasone, 1 µM; active compounds read low | z-score, hits read low | AID 1381, 2008;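 active = plate z-score of nuclear minus cytoplasmic receptor signal below a set negative limit, without overly bright fluorescence or cell loss, cut at about -3.5 in these data, passing the limit was not always enough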;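 also: z-score of nuclear minus cytoplasmic ring GR-EGFP intensity difference per well; some compounds called inactive have numbers as strong as hits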
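Buffer or medium: tet-free medium with charcoal-stripped serum / Also added: dexamethasone agonist, 1.0 µM final, for 30 min / Timing: induction 48 h, compound 1 h, agonist 30 min / Measured by: high-content fluorescence imaging after fixation / Read-out: nuclear-to-cytoplasmic GR-EGFP distribution per well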
Autophagy mod: autophagy modulators in MEF cells, primary screen, imaging, high-content, MEF GFP-LC3 | calls only at 10 µM (by protocol) | 190,000 compounds, 0.98% hits | MEF GFP-LC3 puncta imaging; test concentration mostly 10 µM;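 active = percentage of spot-positive cells more than 3 SD above its plate mean, without a fluorescence outlier flag or 80% toxicity; inconclusive = no clear call, values can overlap the other calls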;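 also: spot-positive cell cutoff set from DMSO-treated cells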
Ins promoter up: insulin promoter activators in MIN6 cells, imaging, high-content screening, mouse beta cells; z-score at 5 µM; MIN6 insulin promoter-GFP reporter; active compounds read high; 190,000 compounds, 0.3% hits;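 active = z-score above 3 at 5 µM with at least 500 cells counted in the well; inconclusive = wells under 500 cells, flagged as cytotoxic or low count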
WT yeast gro inh: growth inhibition of WT strain, primary screen, mitochondrial fusion inhibitor project, WT and mutant strains, chemical genetic; AID 1362, 2008; mitochondrial fusion phenotypic screen; 190,000 compounds, 2.1% hits; inhibition, % at 10 µM; in the data active = inhibition above about 58%; tested in S. cerevisiae
HEK293 NOD2/NF-kB: NOD2 signaling inhibitors, cell-based, luminescence, uHTS, HEK293 (AID 1566); HEK293 NOD2/NF-kB luciferase reporter, luminescence; higher % means a stronger effect; 290,000 compounds, 0.63% hits; one-dose inhibition, % at 4 µM; EC50 in µM for titrated hits; in the data active = inhibition above about 50%; also: many of its hits are not listed in these tables
Yfh1-off respiration: enhancers of respiration in Yfh1-depleted yeast, dose response, Friedreich's ataxia, plus single-dose screen (AID 1465) | S. cerevisiae Yfh1-off respiration, WST-1 reduction, 72 h; higher fold induction means a stronger effect | fold induction at 50 µM, or EC50 in µM where a hit was titrated | 220,000 compounds, 0.074% hits;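 active = fold induction of absorbance versus untreated yeast above a set limit, then at least 30% activation at any dose in follow-up; inconclusive = repeats straddling the limit, or above it without dose testing; inactive = fold induction below the set limit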;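 also: activators that raise dye reduction in frataxin-depleted yeast; strong numbers were not always called active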
MT stabilizer: microtubule stabilizers in HeLa cells, primary screen, imaging, high-content imaging; HeLa tubulin immunostaining HCS, 24 h; share of cells brighter than vehicle mean+2SD; 200,000 compounds, 0.83% hits; % tubulin-high responders, % at 10 µM;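 active = plate Z-score above 3 for both tubulin-high and condensed-nucleus cell shares, with cell loss under 80%, at 10 µM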;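 also: anti alpha tubulin signal scored within the nucleus-defined area of each cell; some results filed as inactive read as strong as hits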
Lipid droplet: inhibitors of hepatocyte lipid droplet formation, primary screen, imaging, high-throughput imaging, BODIPY stain. AML12 mouse hepatocytes, oleate lipid droplets. inhibition, % at 6.5 µM. 240,000 compounds, 0.4% hits;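 active = lipid droplet intensity inhibited by at least 50%, with more than 500 cells counted; inconclusive = wells with under 300 cells, treated as cytotoxic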
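Test system: AML12 hepatocytes (mouse); reagent: oleate loading, 100 µM; dosing: one dose, 6.5 µM compound; incubation: overnight exposure; signal: fluorescence imaging, 20x objective, two fields per well; read-out basis: % inhibition of corrected integrated BODIPY droplet signal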
WT yeast gro inh mutant strain: also measured in WT yeast gro inh; calls as there; inhibition, %; mitochondrial fusion phenotypic screen, mutant strain inhibition
Dynein cargo inh cytoplasmic EGFP: also measured in Dynein cargo inh; calls as there; z-score; measured here: cytoplasmic GR-EGFP intensity; active compounds read high
Dynein cargo inh nuclear GR-EGFP: also measured in Dynein cargo inh; calls as there; z-score; measured here: nuclear GR-EGFP intensity;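 lower value marks the stronger effect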
Dynein cargo inh cell count: also measured in Dynein cargo inh; calls as there; z-score; measured here: cell count per field
Ins promoter up cell count: recorded beside Ins promoter up, whose call it bears; cell count; measured here: cytotoxicity, nuclei count;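 total cells summed across four imaged fields per well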
Lipid droplet cells 6.5 µM: second read-out of Lipid droplet, no call of its own (marks repeat the call); cell count; measured here: cell count, cytotoxicity flag;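 cells counted across two imaged fields per well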
b-catenin transl cell count 5 µM: recorded beside b-catenin transl, whose call it bears; cell count; measured here: cell count, cytotoxicity flag
MT stabilizer Hoechst-high %: second read-out of MT stabilizer, no call of its own (marks repeat the call); % Hoechst-high responders; measured here: nuclear condensation Hoechst responders;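 share of cells brighter than vehicle mean plus two SD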
MT stabilizer cytotoxicity %: further read-out of MT stabilizer, marked with its call; toxicity, %; measured here: cytotoxicity by cell density;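 0% = mean cell density of plate MIN control wells and 100% = no cells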
Autophagy mod cell loss 18 h: also measured in Autophagy mod; calls as there; toxicity, %; measured here: cell loss, nuclei count;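 cell loss after 18 h compound exposure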
Numbers without * were called inactive; i = inactive; u = inconclusive; x = not tested or not shown.

SMILES	b-catenin transl	b-catenin transl cell count 5 µM	Dynein cargo inh	Dynein cargo inh cytoplasmic EGFP	Dynein cargo inh nuclear GR-EGFP	Dynein cargo inh cell count	Autophagy mod	Autophagy mod cell loss 18 h	Ins promoter up	Ins promoter up cell count	WT yeast gro inh	WT yeast gro inh mutant strain	HEK293 NOD2/NF-kB	Yfh1-off respiration	MT stabilizer	MT stabilizer Hoechst-high %	MT stabilizer cytotoxicity %	Lipid droplet	Lipid droplet cells 6.5 µM
CCN(CC)CCN1C(=O)C(=O)/C(=C(/O)c2ccccc2)C1c1ccccc1F (stereo not drawn)	-7.2	955	0.3	-0.19	0.12	-0.31	i	3	-0.49	1195	3	8	10%	i	2.2	2.4	13	x	x
CC(=O)N(Cc1cc(=O)[nH]c2ccccc12)c1ccc(C)cc1	-1.5	1146	-0.36	-0.21	0.12	0.099	i	-30	-0.05	1120	-1	8	-9%	i	4.5	2.4	6.6	x	x
CCOC(=O)c1ccc(NC(=S)Nc2ccc(C)cc2)cc1	0.0	1512	0.59	-0.31	0.48	0.09	i	5	-0.56	1406	2	17	-14%	i	4.3	3.7	8.2	1	679
Cc1cccc(Cc2ccc(Cl)nn2)c1	-3.2	1056	-0.45	-0.33	-0.41	0.38	i	-1	0.67	1217	-10	-7	-13%	i	3.9	2.1	10	2	687
CCn1c(SCc2ccc(Cl)cc2Cl)nc2nc3c(cc2c1=O)CCCC3	-0.3	1337	1.3	-0.22	0.95	0.84	i	-30	-0.16	1598	17	20	10%	i	4.1	3.0	4.8	x	x
CCCCCn1c(CNC(C)=O)nc2ccccc21	x	x	1.2	-0.11	0.91	-0.25	i	10	-0.52	1303	1	-7	-11%	i	3.1	3.4	17	-2	708
NC(=O)c1nn(-c2ccccc2)nc1NC(=O)CN1CCCCC1	2.2	1364	-0.065	-0.15	0.063	-0.16	i	9	0.11	1512	7	7	9%	i	5.0	3.5	10	x	x
CCNC(=S)NNC(=O)c1cc(-c2cccc(OC)c2)nc2ccccc12	-1.4	557	2.7	0.022	2.8	-1.9	i	-1	-0.48	1193	9	1	-44%	i	2.1	3.4	11	1	712
O=C(NCCc1csc(-c2cccnc2)n1)c1cccc2ccccc12	-1.1	1120	-0.51	-0.23	-0.1	0.83	i	-8	0.79	2093	-8	-3	-5%	i	2.7	4.1	11	-2	611
CCCCN=C(C)c1c(O)c2ccccc2oc1=O	-2.4	1162	-1.3	-0.22	-0.42	0.91	i	-6	0.54	1335	17	8	-40%	i	3.6	2.8	6.9	x	x

Some of these compounds in order of their number in Dynein cargo inh cell count, high to low:
smiles	Dynein cargo inh cell count
CCn1c(SCc2ccc(Cl)cc2Cl)nc2nc3c(cc2c1=O)CCCC3	0.84
CCOC(=O)c1ccc(NC(=S)Nc2ccc(C)cc2)cc1	0.09
NC(=O)c1nn(-c2ccccc2)nc1NC(=O)CN1CCCCC1	-0.16

New compounds follow.
SMILES	b-catenin transl	b-catenin transl cell count 5 µM	Dynein cargo inh	Dynein cargo inh cytoplasmic EGFP	Dynein cargo inh nuclear GR-EGFP	Dynein cargo inh cell count	Autophagy mod	Autophagy mod cell loss 18 h	Ins promoter up	Ins promoter up cell count	WT yeast gro inh	WT yeast gro inh mutant strain	HEK293 NOD2/NF-kB	Yfh1-off respiration	MT stabilizer	MT stabilizer Hoechst-high %	MT stabilizer cytotoxicity %	Lipid droplet	Lipid droplet cells 6.5 µM
CCN1C2OC3OC4C(OC3OC2N(CC)S1(=O)=O)N(CC)S(=O)(=O)N4CC (stereo not drawn)	-1.0	1055	1.7	-0.23	0.72	-0.37	i	-9	-0.59	1537	12	-7	-12%	i	2.9	2.0	1.2	-9	676
Cc1cc(-c2nnnn2-c2ccc(F)cc2)no1	2.2	1062	0.17	-0.29	0.055	0.075	x	x	0	1445	x	x	12%	i	x	x	x	2	726
O=S(=O)(c1ccccc1)N1CCN(c2nc(-c3cccs3)nc3ccccc23)CC1	-0.5	975	-0.35	-0.28	0.75	0.32	i	-8	x	x	1	-12	5%	i	3.1	2.1	3.0	8	630
O=C1C2=C(Nc3ccccc3SC2c2ccco2)c2ccccc21 (stereo not drawn)	x	x	-1.3	-0.18	-0.4	2.1	i	-3	0.85	1167	46	27	-11%	i	2.5	2.2	15	10	740
CC(C)CNC(=O)CN(C1CCCCC1)S(C)(=O)=O	3.3	1161	-0.41	-0.28	-0.36	0.66	i	-5	-0.13	1283	13	-16	-5%	i	1.7	2.0	6.4	12	744
O=C(Nc1ccccc1F)c1ccc([N+](=O)[O-])s1	-1.7	1014	0.31	-0.32	0.061	0.08	i	29	0.69	1077	16	21	6%	i	2.8	2.9	7.8	4	657
Cc1nn(CCCC(=O)Nc2sc3c(c2C#N)CCC3)c(C)c1[N+](=O)[O-]	1.3	1417	0.007	-0.15	0.47	1.1	i	-19	0.27	1365	-4	-1	4%	i	2.7	1.8	6.0	x	x
CCOC(=O)c1ccc(NC(=O)c2nc[nH]c2C(=O)N(C)Cc2ccccc2)cc1	2.0	1271	-0.44	-0.78	-0.32	0.26	x	x	-0.71	967	x	x	7%	i	x	x	x	3	689
Cc1ccc(S(=O)(=O)C2(C(=O)Nc3ccc(F)cc3)CC2)cc1	-3.0	986	-0.28	-0.2	-0.028	0.71	i	8	-0.56	1440	-22	-14	-3%	i	2.0	1.7	8.1	x	x
CCN(CC)CCCOC(=O)c1ccc(OC)cc1O	0.4	1463	-0.47	-0.057	-0.061	0.68	i	-28	0.24	1469	-3	3	6%	i	3.4	2.8	7.3	10	736
O=C(COc1ccc(Cl)cc1)N1CCN(S(=O)(=O)c2ccccc2)CC1	x	x	1.8	-0.29	0.48	-0.13	i	-5	x	x	-25	-25	23%	i	1.2	0.8	4.1	5	815
Cc1ccc(C(=O)Nc2cc(C(C)C)c(O)c(C(C)C)c2)cc1	-3.2	544	-0.61	-0.31	-0.68	0.97	i	0	-0.45	1085	-1	13	11%	u	5.1	2.5	9.5	8	703
O=C(COC(=O)c1cccnc1)NC1CCCc2ccccc21 (stereo not drawn)	0.5	1045	-0.14	-0.29	0.22	0.76	i	1	0.44	1306	-6	5	7%	i	5.1	2.7	4.9	-12	696
O=C(CSc1nc(-c2ccc(F)cc2)nc2c1Cc1ccccc1O2)Nc1ccc(C(=O)O)cc1	-1.5	1077	-0.38	-0.31	0.14	1	i	6	-0.51	1399	8	2	12%	i	3.8	0.9	18	-5	608
Cc1ccccc1-n1c(C)nnc1SCC(=O)NCC1CCCO1 (stereo not drawn)	2.0	587	0.045	-0.1	0.32	0.081	i	-4	-0.51	1400	-10	-6	20%	i	2.1	2.0	8.1	x	x
CC1=C(C(=O)Nc2ccc(C)cc2C)C(c2ccc(Cl)cc2)n2nc(C(=O)OC(C)C)nc2N1 (stereo not drawn)	-2.5	1096	-0.3	-0.21	-0.047	-0.14	i	12	0.09	1406	-3	10	20%	i	2.3	1.8	8.2	5	377
CN(C)c1ccc(SC#N)cc1	-2.0	1184	0.76	-0.2	0.52	-0.78	x	x	-0.23	1351	x	x	18%	i	x	x	x	-6	719
Cc1cccc(-n2c(CCCN3C(=O)c4ccccc4C3=O)nc3ccccc3c2=O)n1	-1.3	1123	-0.22	-0.14	0.074	0.27	i	-10	0.82	839	4	-37	-17%	x	2.7	1.9	6.5	11	734
CC(C)(C)c1ccc(-c2csc(NC(=O)CN3C(=O)NC4(CCCCC4)C3=O)n2)cc1	2.9	1194	-0.085	-0.091	0.63	-0.25	i	4	x	x	-18	-44	-21%	i	2.0	1.8	12	-8	737
C#CC1(NC(=O)NCCCC)CCCCC1	-0.2	1163	-0.064	-0.26	0.13	0.085	i	-3	1.3	1397	4	7	9%	i	2.9	2.4	8.0	-2	751
CCOC(=O)c1ccccc1N/C=C1\CCCCC1=O	-0.7	1400	0.54	-0.069	-0.33	-1.2	i	-1	-0.29	1550	32	37	26%	i	2.1	2.2	6.8	x	x
O=C(c1ccc(COc2ccc(Br)cc2)o1)N1N=C(C(F)F)CC1(O)C(F)F (stereo not drawn)	2.8	530	-0.45	0.2	-0.38	0.7	i	-17	1	1262	0	-5	4%	i	2.9	2.4	7.0	8	733
CCOc1ccc(Br)cc1S(=O)(=O)NCc1ccncc1	-3.2	1063	0.35	-0.24	0.095	-0.23	i	16	0.36	1480	8	15	9%	i	3.3	1.0	1.7	0	717
O=C(Nc1ccc(F)cc1)c1nc[nH]c1C(=O)Nc1ccccc1[N+](=O)[O-]	0.9	1106	-0.011	-0.24	0.18	-0.36	i	13	0.65	1357	-3	10	6%	i	5.8	3.4	5.7	-6	615
O=c1c2c([nH]c3ccccc13)CCCCC2	-0.7	1275	-1.1	-0.2	-0.15	0.69	x	x	-1.1	1040	x	x	22%	i	x	x	x	11	775

Some of the compounds tested, so the mix of outcomes need not match the whole.
